# p53ts 32C tox: kills p53ts cells at the permissive temperature; H1299-p53A138V at 32C, ATP luminescence viability, 24 h; Potency, µM (titrated, usually from 46.1 µM), for inactives: top-dose activity change, negative = cytotoxicity, hits mostly cytotoxic; hit rate 0.93% among 130,000;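 note: 0% = DMSO and -100% = full killing by reference compound; nearly all actives have a fitted effect of over 55% in size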
#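 H1299-p53 A138V cells (temperature-sensitive p53) exposed 24 h to up to 46 uM compound at 32C, where p53 is wild-type in conformation. Viability read as ATP luminescence and normalised to DMSO and 100 uM tamoxifen. AC50 fitted with the Hill equation.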
# Peg3 imprint: induces erasure of genomic imprints in mouse ES cells; mouse ES Peg3-LacZ reporter, beta-gal luminescence, 40 h; Potency, µM (doses to about 60.7 µM), for inactives: at the top dose activity change, positive = activation, actives largely listed as activators; hit rate 0.02% among 110,000; AID 1948;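 note: 0% = negative control wells on the plate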
#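 Readout: BetaGlo luminescence (5 min, room temp) for LacZ from the normally silent maternal Peg3 allele in female Peg3LacZ-Neo ES cells. Cells 300/well, 40 h, 37C, 5% CO2. Data normalized per plate to negative controls.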
# p53ts 39C kill: kills p53ts cells at the nonpermissive temperature. H1299-p53A138V viability at 39C, ATP luminescence, 24 h. Potency, µM (doses to about 46.1 µM), for the others: at the highest dose activity change, negative = cell killing, hits mostly cytotoxic. hit rate 1.5% among 130,000. AID 902; note: nearly all actives have a fitted effect of over 55% in size
# IkB signaling: suppresses IkB signaling in ABC-DLBCL reporter cells | ABC-DLBCL IkBa-CBG/CBR dual luciferase ratio, 4 h; response scale: scaled: untreated 0%, proteasome inhibitor 100% | Potency, µM (series often up to 57.1 µM), for the others: top-dose IkBa stabilization activation | hit rate 0.04% among 110,000; active = well fitted curve in the direction sought with a large enough effect in the signal ratio, not every such curve was filed as active; inconclusive = small, poorly fitted or top-dose-only effect, or a change in a side signal; the % refers to the signal ratio;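 note: the direction sought is a rising ratio; 0% = basal untreated cells and 100% = reference inhibitor full response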
#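 Luminescence ratio of IκBα-fused green versus native red beetle luciferase in OCI-Ly3 cells, 4 h post-doxycycline with compound; red signal alone, scaled from basal (0%) to zero light (-100%), flagged nonspecific or cytotoxic effects.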
# Active calls of the source: *; u = inconclusive; x = no result given; [ ] = another dose, or the depositor's remark. Unless noted, calls come from the whole dose curve; as a rule, active = well fitted curve in the direction sought with a large enough effect; inconclusive = small, poorly fitted or top-dose-only effect, or another doubt; inactive = no such curve, though single readings can be large; an effect the other way counts as inactive or inconclusive. Unless noted, % is set by controls: 0 for no effect and ±100 for the full control effect; potency is the fitted concentration of half-maximal effect. An unsorted share of the library; any-hit rate near 1.7%.
SMILES,p53ts 32C tox,Peg3 imprint,p53ts 39C kill,IkB signaling
Cc1ccc(-c2cnc(NC(=O)CCC(=O)N3CCCCC3)n2C)cc1,3%,-19%,3%,6.6%
Cc1noc(C)c1CSc1nc2ccccc2n1C,-11%,-43%[inhibitor],-16%,-0.2%
O=C(Oc1nsnc1N1CCCCC1)N1CCOCC1,-4%,-6%,-9%,-1.2%
Cc1cccc(Nc2nc(N)nc(CN3CCN(Cc4ccc5c(c4)OCO5)CC3)n2)c1,-3%,-12%,-3%,4.3%
COc1ccc(/C(O)=C2/C(=O)C(=O)N(CCCC(=O)O)C2c2ccc(OC)c(OC)c2)cc1 (stereo unspecified),-3%,-4%,-7%,6.1%
O=C(NCCCN1CCN(c2ccc(F)cc2)CC1)c1cnn(-c2ccc(F)cc2)c1-n1cccc1,2%,-6%[10.9 µM],-6%,u
CCCc1[nH]nc2c1C(CCc1ccccc1)C(C#N)=C(N)O2 (stereo unspecified),-18%,3%,-2%,-0.3%
Cc1ccc(CN(Cc2cccn2-c2nnc(N3CCCC3=O)s2)C(=O)Nc2ccc(F)cc2)cc1,-1%,-12%[10.9 µM],-15%,-2.0%
COCCOC(=O)C1=C(C)OC(N)=C(C#N)C1c1ccco1 (stereo unspecified),4%,x,-9%,x
CC(NC(=O)c1cc2c(=O)n(C)c3ccccc3c2n1C)c1ccc2c(c1)OCCO2 (stereo unspecified),12%,-5%,9%,13%
CCCCOC(=O)Nc1ccc(C(C)C)cc1,-10%,x,15%,x
CCN(Cc1ccccc1)C(=O)Cn1ncc2c(=O)oc3ccc(C)cc3c21,-2%,-3%[10.9 µM],11%,-1.7%
O=C1Cc2cc(S(=O)(=O)N3CCN(c4cccc(Cl)c4)CC3)ccc2N1,15%,8%[10.9 µM],3%,3.7%
CCOC(=O)NC(Nc1nc2ccccc2s1)(C(=O)OCC)C(F)(F)F (stereo unspecified),2%,-12%,4%,-1.7%
O=C(NCCc1cn2ccsc2n1)C1CCCCC1,-7%,-9%,6%,-0.5%
Cc1cccc(C)c1NC(=O)C(NC=O)c1ccc(N(C)C)cc1 (stereo unspecified),16%,-6%,30%[activator],11%
Cc1c(C(=O)OC2CCCCCC2)[nH]c2c1C(=O)CC(c1ccccc1)C2 (stereo unspecified),-6%,-8%[10.9 µM],-13%,3.6%
CCOC(=O)c1nn(-c2ccccc2)c(=O)c2c(N)scc12,11%,-4%,-8%,0.5%
Cc1cc(C(F)F)n2nc(C(=O)Nc3ccc(S(=O)(=O)N4CCCC4)cc3)nc2n1,6%,-7%,8%,1.3%
COc1ccc(NC(=O)c2cccn2-c2nnc(N3CCCCC3)s2)cc1Cl,-11%,5%[10.9 µM],-23%,10%
COc1ccc(C2C(C(=O)Nc3cccnc3)=C(C)Nc3nc(-c4cccs4)nn32)cc1OC (stereo unspecified),5%,2%,5%,1.4%
CCNc1ncc2nc(-c3ccc(F)cc3)c(=O)n(Cc3ccc(F)cc3)c2n1,7%,u,-4%,-1.7%[11.4 µM]
COc1ccc(N2CCN(c3oc(/C=C/c4cc(OC)c(OC)c(OC)c4)nc3C#N)CC2)cc1,6%,-16%[10.9 µM],-8%,u
O=C1[C@@H]2Cc3ccccc3CN2C(=O)N1c1cccc(F)c1,4%,-10%,-1%,3.4%
CN(C)CCNC(=O)C(=O)NCC(c1ccc2c(c1)OCO2)N1CCOCC1 (stereo unspecified),-2%,-9%[10.9 µM],-6%,-2.1%
COc1ccc(C2c3c(n(C)c4ccccc34)C(=O)N2CC(=O)Nc2cccc(Cl)c2)cc1 (stereo unspecified),12%,7%[10.9 µM],-2%,4.1%
Cc1ccc(-c2nnc(SCC(=O)CC(=O)Nc3ccccc3)n2C)cc1,13%,x,8%,x
COC(=O)c1ccc(C)c(NC(=O)c2c(-c3ccccc3)noc2C)c1,4%,-7%,-9%,1.0%
COc1ccc(NC(=O)c2cc(C3CC3)on2)c(OC)c1,-24%,-14%,-2%,-1.2%
c1coc(CNc2nc3sc4c(c3c3ncnn23)CCCC4)c1,3%,-16%,-1%,-2.9%
CCOc1ccc(N(CC(=O)Nc2ccc(OC)cc2)S(=O)(=O)c2ccc(Cl)cc2)cc1,-4%,-12%[10.9 µM],-23%,-0.8%
CC(=O)N1CSCC1C(=O)O (stereo unspecified),2%,13%,-5%,0.1%
Cc1ccc2c(c1)NCC(C(=O)NC1CCCCC1)O2 (stereo unspecified),-2%,-4%,-7%,7.9%
O=C(Cc1cccs1)N1CCN(C(=O)C2CCCO2)CC1 (stereo unspecified),10%,-6%,0%,-0.8%
O=C(CSc1ncccn1)Nc1ccccc1,6%,x,0%,x
CCS(=O)(=O)NCc1csc(-c2ccccc2)n1,-8%,-13%,-3%,-1.8%
COc1cccc(Cn2nnc(C(=O)NCc3ccccc3Cl)c2N)c1,-12%,-14%,-17%,11%
OC(COCC1CC=CCC1)Cn1cnc2ccccc21 (stereo unspecified),0%,-16%,-1%,-0.3%
Cc1c(NC(=O)c2cnn3c2NC(c2ccco2)CC3C(F)(F)F)c(=O)n(-c2ccccc2)n1C (stereo unspecified),-1%,-8%,-1%,4.5%
CCCn1c(NCc2cccc(OC)c2O)nc2ccccc21,-12%,-11%,-9%,4.7%

# Pulled one by one from above (2):
SMILES,p53ts 32C tox,Peg3 imprint,p53ts 39C kill,IkB signaling
c1coc(CNc2nc3sc4c(c3c3ncnn23)CCCC4)c1,3%,-16%,-1%,-2.9%
COc1ccc(N2CCN(c3oc(/C=C/c4cc(OC)c(OC)c(OC)c4)nc3C#N)CC2)cc1,6%,-16%[10.9 µM],-8%,u

# Filtered by structure: the compounds so far containing a furan ring, fused or not
SMILES,p53ts 32C tox,Peg3 imprint,p53ts 39C kill,IkB signaling
COCCOC(=O)C1=C(C)OC(N)=C(C#N)C1c1ccco1 (stereo unspecified),4%,x,-9%,x
c1coc(CNc2nc3sc4c(c3c3ncnn23)CCCC4)c1,3%,-16%,-1%,-2.9%
Cc1c(NC(=O)c2cnn3c2NC(c2ccco2)CC3C(F)(F)F)c(=O)n(-c2ccccc2)n1C (stereo unspecified),-1%,-8%,-1%,4.5%

# Going on with the list.
SMILES,p53ts 32C tox,Peg3 imprint,p53ts 39C kill,IkB signaling
CCCc1ccc(NC(=O)C2CCCN(c3cnccn3)C2)cc1 (stereo unspecified),12%,-6%[10.9 µM],-28%,u
CC1(C)CC(=O)C2=C(C1)Nc1ccccc1NC2c1cccnc1 (stereo unspecified),-11%,1%,-4%,-0.6%
CCCCNc1ccc2nsnc2c1[N+](=O)[O-],-3%,x,4%,x
O=C(NCc1ccco1)c1ccc2c(c1)N(Cc1ccc(Cl)cc1)C(=O)c1ccccc1S2(=O)=O,13%,-7%[10.9 µM],-22%,-0.3%
CCOC(=O)N1CCc2c(sc3c2c(=O)n(Cc2ccccc2)c(=O)n3CC(=O)Nc2ccccc2F)C1,5%,-14%[10.9 µM],3%,1.5%
CC(C)OC(=O)c1c(NC(=O)c2cccc(C(F)(F)F)c2)sc2c1CCCC2,3%,-12%[10.9 µM],14%,3.1%
CCOC(=O)N1CCN(C(=O)c2oc3ccc(S(=O)(=O)N4CCCCC4)cc3c2C)CC1,-1%,-20%,-2%,1.5%
COc1ccc(C2CC(c3cc(Br)ccc3F)n3nnnc3N2)cc1 (stereo unspecified),4%,-12%,-8%,0.5%
CC(C)C1N(c2ccccc2)C(N)=C(C#N)C1(C#N)C#N (stereo unspecified),10%,1%,11%,-2.0%
CCC1(CC)NC(=O)N(CC(=O)OCC(=O)Nc2cc(C)ccc2C)C1=O,4%,3%,1%,-0.1%
CN1CCc2c(sc(NC(=O)CSc3ccccc3)c2-c2nc3ccccc3s2)C1,-2%,11%[10.9 µM],u,4.5%
O=c1[nH]c2ccc(NCc3ccc(-c4ccc(Br)cc4)o3)cc2[nH]1,u,-7%[10.9 µM],8%,1.6%
C[C@H](NC(=O)OC(C)(C)C)C(=O)NCC1CCC(C(=O)O)CC1 (stereo partly specified),-5%,-18%,6%,-0.8%
CCC(C)NC(=O)c1c(N)n(/N=C/c2ccccn2)c2nc3ccccc3nc12 (stereo unspecified),8%,2%,4%,7.1%
COc1cccc(C(=O)N2CCN(S(=O)(=O)Cc3ccccc3)CC2)c1,5%,-6%,-1%,0.3%
O=C(Cn1cnc2c(cnn2-c2ccccc2)c1=O)NCc1ccccc1,4%,-4%,4%,-1.2%
O=C(Oc1ccc2c(c1)OCC2=O)c1ccccc1,-22%,-12%,-14%,-0.3%
Cc1occc1-c1nnc(SCC(=O)NCc2cccs2)n1CC1CCCO1 (stereo unspecified),0%,-11%,1%,0.5%
CCOc1cccc(NC(=O)C2CCCN(S(=O)(=O)c3ccc(-n4cnnn4)cc3)C2)c1 (stereo unspecified),-6%,-1%,0%,1.9%
OC1(CN2CCOCC2)C2CN3CCN(C2)CC1(c1ccccc1)C3 (stereo unspecified),4%,-4%,0%,-0.8%
N#C/C(=C\c1ccc(Cl)cc1)c1nc(-c2cc3c(ccc4ccccc43)oc2=O)cs1,1%,16%[10.9 µM],5%,6.8%
COc1ccc(CNCc2c(C(=O)O)c(C)n(Cc3ccccc3C)c2C)cc1OC,-6%,7%[10.9 µM],-6%,1.3%
Cc1cccc(NC(=O)c2oc3ccc(S(=O)(=O)N4CCCCC4)cc3c2C)c1C,-5%,14%[10.9 µM],-17%,0.2%
CCC(=O)Nc1ccc2nc(C3CC3)n(Cc3ccccc3)c(=O)c2c1,0%,-28%,-8%,0.5%
COC(=O)[C@@]1(Cc2ccc(F)cc2)[C@H]2c3cc(C(=O)N(C)C)n(Cc4ccsc4Br)c3C[C@H]2CN1C(=O)c1ccccc1,36%[activator],-26%,29%,x
CC(C)CNC(=O)CN(C1CCCCC1)S(C)(=O)=O,-9%,-16%,-9%,1.1%
COc1cccc(-n2cc3c(=O)n(C)c(=O)n(C)c3c2)c1,9%,-6%,-2%,1.1%
Cc1cc(-c2ccc(N=Nc3cc(S(=O)(=O)O)c4ccccc4c3N)c(C)c2)ccc1N=Nc1cc(S(=O)(=O)O)c2ccccc2c1N,8%[1.84 µM],0%,-4%,-9.3%
Cc1ccc(S(=O)(=O)N(C)c2ccc(C(=O)O)cc2)cc1,3%,12%,1%,1.2%
CCOc1ccc(CCNC(=O)C2COc3ccccc3C2)cc1OCC (stereo unspecified),1%,12%[10.9 µM],-6%,-1.9%
Cc1cc(C(=O)Nc2cccc3ncccc23)no1,-5%,-23%,-2%,2.0%
CNC(=O)[C@@H]1O[C@@H](n2cnc3c(NCc4ccc(N)cc4)ncnc32)[C@@H](O)[C@H]1O,15%,x,16%,u

# Three structures out of the list, arranged by number of heavy atoms, ascending.
SMILES,p53ts 32C tox,Peg3 imprint,p53ts 39C kill,IkB signaling
CC(C)C1N(c2ccccc2)C(N)=C(C#N)C1(C#N)C#N (stereo unspecified),10%,1%,11%,-2.0%
O=c1[nH]c2ccc(NCc3ccc(-c4ccc(Br)cc4)o3)cc2[nH]1,u,-7%[10.9 µM],8%,1.6%
CCC1(CC)NC(=O)N(CC(=O)OCC(=O)Nc2cc(C)ccc2C)C1=O,4%,3%,1%,-0.1%
